High-throughput results: PubChem, National Center for Advancing Translational Sciences (NCATS)
GLS inhibitor: inhibitors of human glutaminase (GLS). O94925. GLS enzymatic activity, qHTS titration. Potency, µM (titrated, usually from 45.5 µM), for inactives: top-dose activity change, negative = inhibition, most hits filed as inhibitors. 410,000 compounds, 0.21% hits. AID 624170; further: potency means the concentration at half of the fitted maximal effect; on the % scale 0 is the no-effect control and ±100 the full control effect
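Compounds were pin-transferred onto hKGA, after which L-glutamine (1 mM solution) and a detection mix of glutamate oxidase, HRP and Amplex Red were added. Initial and 30 min RT fluorescence reads were collected.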
BAZ2B inh: BAZ2B (human) inhibition | Q9UIF8 | AlphaScreen BAZ2B-H3K14Ac peptide displacement | Potency, µM (highest dose often 114 µM), for inactives: top-dose activity change, negative = inhibition, hits mostly inhibitors | 360,000 compounds, 4.4% hits | AID 504333; further: potency means the concentration at half of the fitted maximal effect; on the % scale 0 is the no-effect control and ±100 the full control effect; nearly all actives have a fitted effect of over 60% in size
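BAZ2B 50 nM plus b-H3(5-23)K14Ac 50 nM, PBS pH 7.4/0.01% Tween-20, 30 min RT; compound added (max 110 uM), 30 min RT; streptavidin donor/Ni-chelate acceptor beads 10 ug/mL final, 20 min dark; AlphaScreen read.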
PI4K2A inh: blocks human PI4K2A kinase activity; Q9BTU6; purified PI4K2A, ADP-Glo luminescence, 1 h; hits give low values; activity change, negative = inhibition, % at 76.9 µM; 420,000 compounds, 0.13% hits; AID 1346378; in the data active means activity change below about -50%; inconclusive means mostly about -30% to -49%;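 further: -100% = wells without enzyme as full effect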
Target sequence (Q9BTU6 whole entry, looked up): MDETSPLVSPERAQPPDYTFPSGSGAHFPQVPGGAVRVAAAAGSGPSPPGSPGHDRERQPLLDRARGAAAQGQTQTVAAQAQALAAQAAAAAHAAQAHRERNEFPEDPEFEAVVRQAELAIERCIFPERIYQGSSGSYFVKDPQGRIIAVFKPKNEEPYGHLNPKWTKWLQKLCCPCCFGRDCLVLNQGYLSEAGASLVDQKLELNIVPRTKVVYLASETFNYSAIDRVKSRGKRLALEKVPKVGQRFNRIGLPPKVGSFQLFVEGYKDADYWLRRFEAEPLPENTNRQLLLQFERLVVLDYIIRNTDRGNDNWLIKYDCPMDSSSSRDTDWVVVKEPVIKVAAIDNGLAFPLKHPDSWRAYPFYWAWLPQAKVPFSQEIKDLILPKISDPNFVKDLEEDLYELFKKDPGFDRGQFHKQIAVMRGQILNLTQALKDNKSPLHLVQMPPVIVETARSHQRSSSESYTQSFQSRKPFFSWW
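Compounds are screened against recombinant PI4K2A using PI as substrate and ATP, the latter dispensed at 300 microM. Reactions run one hour at ambient temperature before ADP-Glo detection; full inhibition defined by wells lacking enzyme.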
G9a inh: G9a (human) methyltransferase inhibition. Q96KQ7. G9a H3K9 monomethylation, AlphaScreen, 2 h. Potency, µM (doses to about 102 µM), inactives show top-dose activity, negative = inhibition, actives largely listed as inhibitors. 350,000 compounds, 8.8% hits; further: potency means the concentration at half of the fitted maximal effect; on the % scale 0 is the no-effect control and ±100 the full control effect; nearly all actives have a fitted effect of over 75% in size
Target sequence (Q96KQ7 913-1193 limits assumed): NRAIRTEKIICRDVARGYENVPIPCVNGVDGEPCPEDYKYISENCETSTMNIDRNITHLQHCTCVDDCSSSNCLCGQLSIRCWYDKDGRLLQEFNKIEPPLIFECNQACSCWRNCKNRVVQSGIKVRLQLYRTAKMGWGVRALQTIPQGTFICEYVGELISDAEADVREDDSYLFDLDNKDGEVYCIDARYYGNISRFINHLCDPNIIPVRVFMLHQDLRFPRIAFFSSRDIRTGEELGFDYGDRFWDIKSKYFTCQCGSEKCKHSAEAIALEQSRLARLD
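Step 1: enzyme (final 20 nM) with compound, 15 min RT. Step 2: substrate peptide 500 nM and SAM 20 uM, 2 h RT. Step 3: anti-H3K9me1 antibody and AlphaScreen beads, 10 min, then plate read.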
JMJD2A Tudor: inhibitors of human JMJD2A Tudor domain; O75164; AlphaScreen JMJD2A-Tudor / H3K4me3 peptide binding; Potency, µM (highest dose often 114 µM), without a hit: at the top dose activity change, negative = inhibition, most hits filed as inhibitors; 390,000 compounds, 4.4% hits; further: potency means the concentration at half of the fitted maximal effect; on the % scale 0 is the no-effect control and ±100 the full control effect; nearly all actives have a fitted effect of over 50% in size
HP1b binding inh: inhibitors of HP1-beta chromodomain binding to methylated histone tails. P83916. AlphaScreen HP1-beta / biotin-H3K9me3 peptide binding. Potency, µM (top dose mostly 114 µM), without a hit: top-dose activity change, negative = inhibition, hits mostly inhibitors. 390,000 compounds, 0.56% hits. AID 540317; further: potency means the concentration at half of the fitted maximal effect; nearly all actives have a fitted effect of over 70% in size; inactives centre near 23
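Compound inhibition of the preformed complex between 50 nM HP1-beta and 50 nM biotinylated H3K9me3 peptide was read by AlphaScreen. Buffer was PBS pH 7.4 with 0.01% Tween-20. Incubations ran 30 min at room temperature, with 10 ug/mL donor/acceptor beads.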
PGK inhibitor: blocks T. brucei phosphoglycerate kinase. AID 602233. P07378. 380,000 compounds, 0.043% hits. Potency, µM (series often up to 57.5 µM), for inactives: at the top dose activity change, negative = inhibition, actives largely listed as inhibitors. PGK/GAPDH coupled, Kinase-Glo luminescence, 60 min; further: potency means the concentration at half of the fitted maximal effect; on the % scale 0 is the no-effect control and ±100 the full control effect; nearly all actives have a fitted effect of over 60% in size
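Luminescent ATP detection (Kinase-Glo Plus) follows a 60-minute room-temperature incubation, with wells lacking PGK as controls. Buffer: 100 mM TEA (pH 7.6), 5 mM MgCl2, 0.01% Tween-20. Coupling enzyme GAPDH (100 nM final) supplies unstable 1,3-BPG in-well.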
Pin1 inh: human Pin1 inhibition; Q13526; Pin1 FP peptide displacement, HiFluor488, 10 min; Potency, µM (doses to about 115 µM), for the others: at the top dose activity, negative = inhibition, most hits filed as inhibitors; 390,000 compounds, 0.009% hits; AID 504891; active means well fitted inhibition curve with a large enough effect in the polarisation, with a control signal flat, not every such curve was filed as active; inconclusive means small, poorly fitted or top-dose-only effect, or effect the other way, or a change in a side signal; inactive means no such curve, though single readings can be large or run the other way; the % refers to the polarisation; further: potency means the concentration at half of the fitted maximal effect; on the % scale 0 is the no-effect control and ±100 the full control effect
Target sequence (Q13526 whole entry, looked up): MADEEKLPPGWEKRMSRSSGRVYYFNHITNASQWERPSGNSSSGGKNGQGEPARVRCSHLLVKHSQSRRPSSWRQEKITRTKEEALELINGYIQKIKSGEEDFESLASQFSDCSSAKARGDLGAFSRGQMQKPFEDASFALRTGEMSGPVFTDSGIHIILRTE
Pol eta inh: DNA polymerase eta (human) inhibition; recombinant Pol eta, fluorescent DNA replication assay; Potency, µM (series often up to 114 µM), inactives show top-dose activity change, negative = inhibition, usual class: inhibitors; 390,000 compounds, 1.2% hits; Q9Y253; further: potency means the concentration at half of the fitted maximal effect; on the % scale 0 is the no-effect control and ±100 the full control effect
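Fluorescent replication assay: 50 nM final substrate added after a 15 min room-temperature compound preincubation with 10 nM enzyme. Signal taken at 0 min and again at 10 min.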
* = called active by the depositor; i = inactive; ? = inconclusive; . = no result given; & = joins results of further samples; [ ] = dose if it differs, or a comment. Unless noted, the call rests on the fitted dose curve; in most records, active means well fitted curve in the direction sought with a large enough effect; inconclusive means small, poorly fitted or top-dose-only effect, or another doubt; inactive means no such curve, though single readings can be large; an effect the other way counts as inactive or inconclusive. These rows are one share of the data. The share of hits here may be higher or lower than overall.

Value order – GLS inhibitor	BAZ2B inh	PI4K2A inh	G9a inh	JMJD2A Tudor	HP1b binding inh	PGK inhibitor	Pin1 inh	Pol eta inh
> Cc1nn(Cc2ccccc2Cl)c(C)c1C(=O)NCC(c1cccs1)N1CCOCC1 (centres undefined)
 : 3%	18%	-5	-28%	-5%	38%	1%	-3%	-17%
> CC(Oc1cccc2cccnc12)C(=O)N/N=C/c1ccc2c(c1)OCO2 (centres undefined)
 : 1%	.	-1	.	-21%	38%	i	2%	-2%
> COc1ccc([C@H]2CC(=O)C=C(c3cccc(OC(F)(F)F)c3)C2)cc1
 : -16%	14%	-1	-4%[2.33 µM]	31%	70%[activator]	-4%	4%	-19%
> Cc1ccc(S(=O)(=O)N(Cc2cc3ccccc3[nH]c2=O)CC2CCCO2)cc1 (centres undefined)
 : -2%	-2%	-4	13%	-29%	15%	-6%	19%	-19%
> Cc1ccc2[nH]cc(S(=O)(=O)c3ccc(C)c(C)c3)c(=O)c2c1
 : 0%&14%	8%&-1%	-5&-2	-4%	-12%&-11%	16%[57 µM]	8%&10%	3%&4%	-5%&-3%
> O=C(NCCCl)Nc1ccc(Cl)c([N+](=O)[O-])c1
 : 9%	-19%	-3	-5%	-9%[11.4 µM]	22%	2%	1%	-11%
> O=[N+]([O-])c1cccc(CN2CCN(c3cccc4[nH]ccc34)CC2)c1
 : 2%	?	1	32µM*	56µM*	-29%	1%	0%	0%
> Cc1ccccc1Nc1c(-c2ccc(N3CCOCC3)cc2)nc2ccccn12
 : -7%	18µM*	0	16µM*	28µM*	?	-2%	-2%	-11%
> Cc1nn(C2CCCCC2)c(N)c1-c1ccccc1
 : 5%	?	1	5%	?	4%	i	-3%	2%
> Nc1ncnc(Sc2ncccn2)c1[N+](=O)[O-]
 : -2%	79µM*	-7	?	-20%	31%	-9%	-2%	12%
> COC(=O)c1ccc(Cn2cnc3c(Cl)ncnc32)cc1
 : 1%	.	1	.	-6%	11%[57 µM]	8%	2%	-11%
> COc1cc(/C=N/NC(=O)CCn2nnc3ccccc32)ccc1O
 : 16%	-3%	-2	?	-4%	30%	-2%	-1%	-3%
> COc1ccccc1/C=N/OC(=O)c1ccc(C)cc1
 : 3%	38%	3	.	74%[activator]	48%[activator]	-3%	-3%	-6%
> O=S(=O)(NOCc1ccc(Cl)cc1)c1ccc(Cl)cc1
 : -2%	19%	-1	92%[activator]	45%[activator]	90%[activator]	-5%	6%	-10%
> Cc1cc(C)c(C(=O)/C=C/c2cccc3ccccc23)c(=O)[nH]1
 : 7%	1%	13	7%[59 µM]	-30%	1%	-2%	?	?
> COc1ccccc1C(=O)NCCC(=O)NC1=NCCS1
 : -8%	8%	-1	43%[12.7 µM]	-13%	39%	0%	-2%	-1%
> CC1CC(NC(=O)c2cnc3n(c2=O)CCS3)CC(C)(C)C1 (centres undefined)
 : -1%	7%	-1	20%[12.7 µM]	2%	41%[activator]	-4%	0%	-5%
> CC(=O)Nc1ccc(S(=O)(=O)N(C)CC(=O)OC2CCCCC2=O)cc1 (centres undefined)
 : 3%	1%	0	?	-4%	35%[activator]	-3%	-5%	-20%
> CN(CCCNC(=O)c1ccc(N2CCCC2=O)cc1)c1ccccc1
 : 34%[activator]	-34%	-4	10µM*	?	11%	-7%	-1%	0%
> CC(=O)NC1(NC(C)=O)CCN(C)C(c2ccccc2)C1C (centres undefined)
 : 0%	10%	4	-33%	-12%	11%	-2%	-9%	-11%
> CCOCCCNC(=O)N[C@@H](Cc1ccccc1)C(=O)OC
 : 9%	11%	4	29%	-3%	16%	-1%	10%	2%
> CCc1nnc(NC(=O)c2c(O)c3c([nH]c2=O)CCCC3)s1
 : 1%	8%	5	28%[59 µM]	-2%	17%	-3%	1%	-9%
> O=C(NCc1ccco1)c1ccc(F)c(S(=O)(=O)N2CCCCC2)c1
 : 7%	-27%	1	-4%	-6%	23%	8%	2%	-6%
> O=C1CC(Sc2ncn[nH]2)C(=O)N1c1ccccc1 (centres undefined)
 : 14%	?	1	?	40µM*	-14%	-5%	12%	-5%
> CCOC(=O)c1ccc(Oc2c(C)oc3cc(OS(C)(=O)=O)ccc3c2=O)cc1
 : -2%	-9%	-2	-2%[59 µM]	-11%	37%	0%	11%	?
> COc1cc(/C=N/NC(=O)c2cccnc2)ccc1OCC(=O)Nc1c(C)cc(C)cc1C
 : -6%	4%	2	16%[59 µM]	-3%	28%	-1%	-4%	-2%
> COc1ccc(C2=NN3C(C2)c2ccccc2OC32C(=O)N(C)c3ccccc32)cc1 (centres undefined)
 : 10%	-7%	2	25µM*	-24%	16%	-3%	36%[activator]	-14%
> Fc1ccccc1-c1n[nH]c(=S)n1CC1CCCO1 (centres undefined)
 : -3%	-12%	3	27%[12.7 µM]	-11%	44%[activator]	-4%	9%	-4%
> C=CC[C@H](CC(=O)NCCO)C(=O)N[C@@H](COC(=O)[C@H](CC=C)CC(=O)OC(C)(C)C)Cc1c[nH]c2ccccc12
 : 14%	.	-3	.	-20%	11%	-8%	-11%	-24%
> Cc1cccc(NC(=O)CN2C(=O)N/C(=C/c3cc(C)n(C(C)C)c3C)C2=O)c1
 : -9%	-26%	5	-6%[12.7 µM]	-30%	3%	.	12%	-9%

The listing continues:
Molecule	GLS inhibitor	BAZ2B inh	PI4K2A inh	G9a inh	JMJD2A Tudor	HP1b binding inh	PGK inhibitor	Pin1 inh	Pol eta inh
Cc1ccc(Cl)cc1NC(=O)CSCc1cnn(-c2ccccc2)c1-n1cccc1	1%	-15%	2	21%[59 µM]	-1%	49%[activator]	.	-2%	.
CCn1c(=O)cc(OCC(=O)N(C)c2cc(Cl)ccc2C)c2ccccc21	1%	?	-1	-19%[59 µM]	-14%	11%	-8%	-11%	-3%
O=C(Nc1ccccc1C(=O)N1CCOCC1)c1noc2c1CCCC2	2%	-3%	-1	5%[59 µM]	6%	23%	1%	-1%	-5%
O=C(COc1ccc(C2SCCS2)cc1)NNC(=O)C(Cl)Cl	0%	?	-4	11%[59 µM]	-11%	25%	-3%	-7%	-5%
CCOC(CNC(=O)c1ccc2c(c1)nc(C)n2-c1cccc(F)c1)OCC	-8%	-1%	10	-4%[59 µM]	-11%	48%[activator]	i	7%	-7%
N/C(=N\OC(=O)CCC1CCCC1)c1ccc([N+](=O)[O-])cc1	-1%	-23%	2	?	-35%	-10%	-2%	-14%	-19%
CN(C)CCCN1CC(C(=O)O)CC1=O (centres undefined)	1%	-6%	0	7%[2.33 µM]	-8%	12%	-1%[11.5 µM]	2%	12%
O=C(c1cnc(N2CCCCC2)c2ccccc12)N1CCN(c2cccc(Cl)c2)CC1	-5%	-1%	-4	-1%[59 µM]	-19%	19%[57 µM]	i	0%	-25%
CCOC(=O)c1c(S(=O)(=O)NCCc2ccc(OC)c(OC)c2)c(C)n(C)c1C	14%	-19%	1	4%	-15%	17%	-3%	0%	-2%
COc1ccc(N(CC(O)CN2CCCCC2)S(=O)(=O)c2ccc(C)cc2)cc1 (centres undefined)	1%	-6%	-2	15%[59 µM]	-16%	19%	-5%	4%	-13%
O=C(NCC(c1cccs1)S(=O)(=O)c1cccs1)c1ccc(C(F)(F)F)cc1 (centres undefined)	1%	-1%	-1	4%[59 µM]	-8%	15%	0%	-10%	?
CCCN1CCN(C(=O)c2cc(COc3ccc4ncccc4c3)on2)CC1	10%	2%	-18	.	7%[11.4 µM]	33%	7%	3%	7%
CCOc1ccc(NC(=O)N(c2ccccc2)c2ccccc2)cc1	-3%	1%	-2	5%	-5%	16%	-3%	27%	1%
O=C(N/N=C\c1cccnc1)c1ccc(Cl)cc1Cl	-1%	-3%	0	7%	7%	43%[activator]	3%	-4%	-14%
O=C(O)CC(SCC(=O)NC1CCCc2ccccc21)C(=O)O (centres undefined)	-3%	-2%	3	18%[12.7 µM]	-15%[11.4 µM]	38%	i	0%	-8%
COc1ccc(C2C(C#N)=C(C)NC(C)=C2C(=O)OC(C)C)c(OC)c1 (centres undefined)	-2%	0%	-5	4%	-9%	44%[activator]	-5%	-4%	-20%

Reformatted: four of the compounds above
GLS inhibitor	BAZ2B inh	PI4K2A inh	G9a inh	JMJD2A Tudor	HP1b binding inh	PGK inhibitor	Pin1 inh	Pol eta inh	Structure
-1%	-23%	2	?	-35%	-10%	-2%	-14%	-19%	N/C(=N\OC(=O)CCC1CCCC1)c1ccc([N+](=O)[O-])cc1
9%	-19%	-3	-5%	-9%[11.4 µM]	22%	2%	1%	-11%	O=C(NCCCl)Nc1ccc(Cl)c([N+](=O)[O-])c1
-9%	-26%	5	-6%[12.7 µM]	-30%	3%	.	12%	-9%	Cc1cccc(NC(=O)CN2C(=O)N/C(=C/c3cc(C)n(C(C)C)c3C)C2=O)c1
-3%	1%	-2	5%	-5%	16%	-3%	27%	1%	CCOc1ccc(NC(=O)N(c2ccccc2)c2ccccc2)cc1
